# Bioassay records from PubChem.
# SENP7 inh = blocks the human protease SENP7 | 1.5% of 330,000 active | Q9BQF6 | recombinant SENP7, Z-RLRGG-aminoluciferin luminescence, 40 min | inhibition, % at 5 µM;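 active = inhibition above about 50% at the single test dose, limit read from the data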;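 also: plate controls were DMSO with enzyme for no effect and no enzyme buffer wells for full effect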
# 697 NFkB inh = inhibitors of the PMA/ionomycin-induced NF-kB reporter in 697 B cells; 697 B-cell NF-kB luciferase reporter, 16 h; inhibition, % at 4 µM; 0.33% of 330,000 active; in the data active = inhibition above about 35%
# UBC13 inh = inhibitors of human UBC13 polyubiquitin chain formation; TR-FRET; inhibition, % at 20 µM; 0.47% of 330,000 active; in the data active = inhibition above about 45%, passing the limit was not always enough
# Jurkat NFkB inh = inhibitors of the PMA/ionomycin-induced NF-kB reporter in Jurkat cells. AID 435003. inhibition, % at 4 µM. 0.53% of 330,000 active. PMA/ionomycin-induced NF-kB luciferase reporter, luminescence
# HKDC1 inhibitor = blocks human hexokinase HKDC1 activity; Q2TB90; recombinant HKDC1, G6PDH/diaphorase resazurin coupled fluorescence; inhibition, % at 20 µM; 0.16% of 340,000 active; AID 493160;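 active = inhibition above about 35% when tested at 20 µM, limit read from the data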;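 also: plate controls were DMSO wells with enzyme for no effect and DMSO wells lacking enzyme for full effect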
#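 Material: recombinant HKDC1 hexokinase; Amount: HKDC1 at 5 µg/mL; Medium: Tris pH 8.0 buffer with MgCl2, Tween-20, BSA, BME; Schedule: 90 min reaction incubation at room temperature, dark; Technique: coupled resazurin fluorescence, excitation 525 nm, emission 613 nm.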
# Apaf-1 inh = human Apaf-1 inhibition; inhibition, % at 20 µM; 0.71% of 330,000 active; O14727; AID 489030; reconstituted apoptosome caspase-3 activity, DEVD-Rh110 fluorescence; active = inhibition of at least 40% at 20 µM;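 also: plate controls were DMSO wells for no effect and DEVD-CHO caspase inhibitor wells for full effect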
# Target sequence (O14727 whole entry, looked up): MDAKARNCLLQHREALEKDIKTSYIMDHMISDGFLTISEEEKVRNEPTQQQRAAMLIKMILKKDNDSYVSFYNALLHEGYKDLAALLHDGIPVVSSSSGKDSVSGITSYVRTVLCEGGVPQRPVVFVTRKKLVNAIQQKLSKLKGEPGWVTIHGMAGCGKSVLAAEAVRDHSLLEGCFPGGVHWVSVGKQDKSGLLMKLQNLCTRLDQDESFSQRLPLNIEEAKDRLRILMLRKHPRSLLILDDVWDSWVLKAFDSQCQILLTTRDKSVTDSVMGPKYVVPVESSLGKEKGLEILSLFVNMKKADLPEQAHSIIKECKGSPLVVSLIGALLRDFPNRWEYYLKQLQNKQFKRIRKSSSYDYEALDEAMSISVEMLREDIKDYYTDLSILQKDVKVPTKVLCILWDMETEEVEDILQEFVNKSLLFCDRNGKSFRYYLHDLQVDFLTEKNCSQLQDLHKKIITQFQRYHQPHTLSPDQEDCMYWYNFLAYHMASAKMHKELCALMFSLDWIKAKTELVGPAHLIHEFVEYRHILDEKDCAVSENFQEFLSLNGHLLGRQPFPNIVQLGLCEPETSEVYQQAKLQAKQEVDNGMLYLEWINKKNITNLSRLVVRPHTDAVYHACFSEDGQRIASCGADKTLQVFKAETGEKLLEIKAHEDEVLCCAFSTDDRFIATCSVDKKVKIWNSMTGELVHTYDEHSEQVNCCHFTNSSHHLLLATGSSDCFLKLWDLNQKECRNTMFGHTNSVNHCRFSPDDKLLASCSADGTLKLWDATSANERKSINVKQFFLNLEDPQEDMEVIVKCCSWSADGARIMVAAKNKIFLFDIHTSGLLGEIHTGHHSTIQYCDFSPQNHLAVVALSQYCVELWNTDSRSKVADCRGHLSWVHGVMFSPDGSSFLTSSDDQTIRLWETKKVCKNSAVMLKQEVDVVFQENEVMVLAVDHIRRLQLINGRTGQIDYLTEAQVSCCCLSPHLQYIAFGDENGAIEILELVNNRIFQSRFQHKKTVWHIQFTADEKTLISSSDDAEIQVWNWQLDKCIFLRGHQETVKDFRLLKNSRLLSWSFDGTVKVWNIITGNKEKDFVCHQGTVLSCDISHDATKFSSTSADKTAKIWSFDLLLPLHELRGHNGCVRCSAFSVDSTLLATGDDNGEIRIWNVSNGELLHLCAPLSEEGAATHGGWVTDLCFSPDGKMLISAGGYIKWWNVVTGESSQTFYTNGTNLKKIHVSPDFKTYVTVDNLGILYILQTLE
#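 System: Apoptosome proteins | Medium: Hepes pH 7.5 with detergent and BSA | Also added: Cytochrome c trigger plus (Z-DEVD)2-Rh110 caspase-3 substrate | Incubation: 30 min compound preincubation, 50 min activation, room temperature | Detection: Rhodamine 110 fluorescence at Ex 480/Em 540 nm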
# Gli-Sufu antag = Gli-Sufu pathway antagonism | inhibition, % at 5 µM | Sufu-KO-LIGHT fibroblasts, Gli luciferase reporter luminescence | 0.74% of 340,000 active | AID 588413;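 active = inhibition above about 55%, limit read from the data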;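 also: 0% = DMSO-treated cells and 100% = wells with medium but no cells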
# SENP8 inh = inhibitors of human SENP8 protease | Q96LD8 | purified SENP8, Z-RLRGG-aminoluciferin cleavage, luminescence | inhibition, % at 10 µM | 1.2% of 330,000 active | AID 2540
# Starred values were filed as active, the others as inactive; . = no result given; & = joins results of further samples. Rule as the data show it, unless noted: active = inhibition above about 50%; inactive = the rest. Random draw from the library. Share with any hit: about 3.6%.
SMILES,SENP7 inh,697 NFkB inh,UBC13 inh,Jurkat NFkB inh,HKDC1 inhibitor,Apaf-1 inh,Gli-Sufu antag,SENP8 inh
COc1ccc(/C=N/NC(=O)c2cc(C34CC5CC(CC(C5)C3)C4)[nH]n2)cc1OC,3,1,-2,0,-8,31,-5,0
Cn1c2ccccc2c2cnn(CC(=O)Nc3cccc(F)c3)c(=O)c21,5,14,7,-6,-2,-13,5,3
CC1CCN(C(=O)CSc2ccc(-c3cccnc3)nn2)CC1,8,-8,-1,6,-8,-12,-1,-3
COc1ccc2c(c1OC)C(=O)OC2Nc1nc(-c2ccc(-c3ccccc3)cc2)cs1 (configuration not stated),63*,-210,2,-118,18,2,-109,69*
COc1ccc(-c2oc3ccccc3c2C(=O)OCc2ccccc2)cc1,-16,-17,17,-16,-1,3,-9,6
Cn1c(NCc2c(O)ccc3ccccc23)nc2ccccc21,5,19,25,-3,13,5,12,-1
COc1ccc(C(C)=O)cc1CSc1nnc(-c2ccc(Cl)cc2)n1-c1ccccc1,-6,9,0,3,5,14,3,2
Cc1ccc(S(=O)(=O)Nc2nc3ccccc3nc2NCC2CCCO2)c(C)c1 (configuration not stated),-2,18,10,0,8,-15,-2,2
COC(=O)C(C(=O)Nc1nc2ccccc2s1)C1CCCC1 (configuration not stated),-2,-8,9,5,0,12,-10,-2
O=C(NCCCNCc1ccccc1)c1ccccn1,7,-5,10,11,0&2,-9,1&6,4
COCCOC(=O)C1=C(C)NC(=O)NC1c1c(Cl)nc2ccccn2c1=O (configuration not stated),1,-18,-20,10,-8,0,0,-3
COc1ccc(-c2nnc(SCC(=O)/C(C#N)=C(\C)N)o2)cc1,16,-189,3,-162,-1,-5,-60,2
CC1CC(C)CN(C/C=C/c2ccccc2[N+](=O)[O-])C1 (configuration not stated),-7,-5,3,5,-9,-17,10,-5
Cc1ccc(C(=O)OCC(=O)Nc2ccc3c(c2)OCCO3)cc1C,0,7,-6,-2,-5,1,-3,1
NNC(=O)c1[nH]c2ccccc2c1-c1ccccc1,3,6,8,7,-1,0,-16,8
O=C(O)C1(c2ccccc2)CCN(S(=O)(=O)c2cccc(Cl)c2)CC1,5,19,2,9,-1,2,-9,-2
CSc1nc(N)nc2c1ncn2CC(=O)NCc1ccc2c(c1)OCO2,-1,0,-13,-6,-8,-4,7,-8
CCn1c(O)c(N=NC2=NC(=O)CS2)c2ccccc21,-4,-6,-38,-1,-9,6,-54,-6
Cc1cc(C)cc(NC(=O)N2CCc3ccccc3C2)c1,43,-22,-7,-27,-1,-5,-30,24
COC(=O)c1ccc(NC(=O)C(C)Oc2ccccc2)cc1 (configuration not stated),-1,-8,-1,5,6,7,-20,-6
Cc1cc(C)nc(Sc2c(F)c(F)c(C(F)(F)F)c(F)c2F)n1,5,15,3,-4,5,-10,-5,-5
NC(=S)n1[nH]c(-c2ccc([N+](=O)[O-])cc2)c(N=Nc2ccc(O)cc2)c1=O,7,10,-52,20,-4,0,3,19
O=C(NC1=NCCS1)c1cc(-c2ccc(-c3ccccc3)cc2)nc2ccccc12,7,-160,15,-63,-6,-8,-64,-1
CC1CCN(C(=O)c2ncn(C)c2C(=O)N2CCC(C)CC2)CC1,-10,13,-5,-13,-5,8,-7,-19
COc1c(F)cc2[nH]c3c(c2c1F)CCNC3=O,-1,12,9,9,-2,0,-35,2
Cc1ccc(CNC(=O)CCCn2c(=O)[nH]c3ccccc3c2=O)cc1,-13,-13,-1,-10,-1,8,3,-7
O=C1CCCN1CC(O)CS(=O)(=O)Cc1ccccc1 (configuration not stated),8,6,7,-6,-5,-2,9,-2
Cc1ccccc1NC(=O)Nc1ccccc1N1CCCCC1,-3,4,5,-2,5,17,7,-5
O=C(Nc1ccc(O)cc1)/C(=C/c1ccco1)NC(=O)c1ccccc1,6,12,0,-15,-5,-9,2,3
O=C(COC(=O)[C@@H]1CC(O)CN1S(=O)(=O)c1ccccc1[N+](=O)[O-])Nc1ccc2ccccc2c1 (some centres not stated),4,17,12,-10,-6,-9,-7,-1
COc1ccc(NC(=O)CSc2nncs2)cc1S(N)(=O)=O,-4,10,16,-2,-6,-18,-1,-6
CC(=O)N1c2ccc(S(=O)(=O)NCCC(=O)Nc3ccc(F)cc3)cc2CC1C (configuration not stated),0,-1,1,4,-3,-6,-8,9
CCCOC(=O)c1ccc(NC(=O)c2cc(OC)c(OC)c(OC)c2Br)cc1,9,12,0,6,6,32,28,-2
Cc1sc2nc(-c3ccccc3)oc(=O)c2c1C,91*,-11,18,1,-3,7,-9,76*
O=C(NCc1cn2ccsc2n1)c1cccc(C(F)(F)F)c1,-1,14,2,-15,-2,5,7,-8
CC1c2nc3ccccc3n2C(CC(=O)NCc2ccccn2)C(=O)N1Cc1ccccc1 (configuration not stated),-4,17,-12,-3,-10,-10,1,-1
O=C(CNC(=O)c1ccc2c(c1)OCCO2)N/N=C/c1ccc(O)cc1O,-4,6,-11,12,-51,-4,-8,-9
CC(C)C(C(=O)NC(C)(C)C)N(CCN1CCOCC1)C(=O)CNS(=O)(=O)c1ccccc1 (configuration not stated),3,9,3,-8,0,5,-10,0
CCS(=O)(=O)Nc1ccc(-c2nc3cccnc3s2)cc1,53*,-182,8,-130,5,8,-84,64*
CN1CCN(CCCCOc2cccc3ccccc23)CC1,-1,-14,11,-16,3,5,19,-7
COc1ccc(CNCc2ccc(F)cc2)c(OC)c1,0,3,3,-10,-7,-10,15,9
O=c1c2[nH]c3cccc(Cl)c3c2ncn1CC1CCCO1 (configuration not stated),2,12,-6,-11,-4,3,-9,-2
O=C(Nc1ccccn1)C1COc2ccccc2O1 (configuration not stated),36,-12,2,-30,-13,-5,-3,39
CCNS(=O)(=O)c1ccc(CCC(=O)N2CCCC2)cc1,1,-8,-2,1,-1,4,-1,-7
COc1ccc(CNc2ncc(-c3ccc(F)cc3)n2C)cc1OC,11,-16,0,-9,-3,2,.,-5
CCN(CC)C(=O)[C@H]1C[C@H](CC(=O)NCc2ccc(OC)c(OC)c2)C(=O)N2CCc3c([nH]c4ccc(Cl)cc34)[C@]12C,11,11,.,.,2,29,1,.
CCNC(=O)O/N=C1\CCCCC1c1ccc([N+](=O)[O-])cc1[N+](=O)[O-] (configuration not stated),3,11,-20,1,5,4,.,2
CS(=O)(=O)N(CC(=O)Nc1cc(Cl)ccc1Cl)c1ccccc1,-6,9,1,-8,-7,-1,3,-3
COc1ccc(CCN2C(=O)c3ccncc3C2=O)cc1OC,9,2,-3,-18,-5,-3,-2,-9
Cc1ccccc1OCC(=O)Nn1c(COc2ccccc2)nc2ccccc2c1=O,-2,-2,-4,-6,-2,9,-3,-10
Fc1cccc(-n2c(-c3ccco3)nc3nc4ccccc4nc32)c1,4,-3,7,-1,-6,5,16,-1
Cc1sc(NC(=O)c2oc3ccccc3c2C)c(C#N)c1C,-2,1,5,-19,-12,-15,-11,8
CC(C)(C)n1nc2c(c1NC(=O)c1cc3ccccc3o1)CSC2,6,18,8,11,6,-11,8,-4
CCOc1ccc(C(=O)N2CCCC(c3nc(-c4ccc(C)o4)no3)C2)cc1 (configuration not stated),-3,0,-5,10,-2,7,25,-3
O=C(Nc1ccc(Cl)cc1)Nc1nnc(CSCc2ccc(Cl)cc2)s1,-11,-18,-10,27,0,-5,19,3
CSc1nc2[nH]c3c(c2c2nncn12)CC(C)(C)OC3,3,15,-9,-6,2,-25,98*,-7
COc1ccc(NC(=O)C2=C(C)Nc3nc(CCCO)nn3C2c2ccc(OC)c(OC)c2)cc1 (configuration not stated),12,-24,-16,-14,-15,10,-7,3
COc1ccc(C)cc1NC(=O)COC(=O)c1ccccc1SCC(=O)N1CCCC1,5,15,-2,-2,2,13,7,-9
O=C(COc1ccc(Cl)cc1)Nc1ccc2[nH]ncc2c1,-5,9,-4,-5,-4,-2,-16,4
CC(=O)NCCOc1ccc2oc3ccccc3c2c1,9,-55,-1,-21,-3,4,-21,2

# (more compounds)
SMILES,SENP7 inh,697 NFkB inh,UBC13 inh,Jurkat NFkB inh,HKDC1 inhibitor,Apaf-1 inh,Gli-Sufu antag,SENP8 inh
Cc1ccc2oc(=O)n(Cc3ccc(F)cc3)c2c1,1,7,16,1,-1,-2,5,6
COc1ccc(CNCc2cccn2C)cc1,0,-1,-2,4,-3,-3,-9,2
O=C(Cn1cnc2ccccc21)NCCCN1CCOCC1,9,16,-4,-3,-11,-5,6,11
COc1nnc(-c2ccc(N3CCOCC3)c(NC(C)=O)c2)c2ccccc12,-9,23,-2,-4,-3,7,3,-6
CCOCCOC(=O)c1[nH]c2c(c1C)C(=O)CC(c1cccs1)C2 (configuration not stated),9,16,3,75*,0,-24,31,8
CC(C)NS(=O)(=O)c1ccc(NCCCn2ccnc2)c([N+](=O)[O-])c1,3,9,-6,16,-4,-7,-3,1
CCOC(=O)c1c(-c2ccccc2)oc2ccc(O)c(CN3CCOCC3)c12,5,-15,6,1,0,19,3,8
O=C1CC2(CCCCCC2)Oc2ccccc21,4,9,6,-5,1,10,-17,1
COC(=O)c1ccc(CN2C(=O)NC3(CCCCC3C)C2=O)o1 (configuration not stated),5,11,3,-11,-9,8,-17,3
CCS(=O)(=O)n1nc(-c2ccco2)nc1SC,6,-21,2,-15,-4,2,5,3
COC(=O)c1ccc(CNC(=O)c2ccc(OC)c(S(=O)(=O)NC3CCCC3)c2)cc1,9,14,-4,10,-6,-2,5,3
COCCNc1nc(C)cc(-c2cc(C(=O)Nc3ccccc3)on2)n1,-1,-7,-2,12,-2,-53,-12,9
Cc1ccc2cc([N+](=O)[O-])ccc2n1,9,-18,-7,-12,-5,10,-2,-2
CCOC(=O)Cn1nnc(-c2cc(OC)c(OC)c(OC)c2)n1,-5,0,-9,-13,0,6,1,-14
Cc1cc2c(c(=O)n1Cc1ccc3c(c1)OCO3)C(c1cccnc1)C(C#N)=C(N)O2 (configuration not stated),5,-4,-8,-5,-12,0,-5,-2

# Shown as a hit in Jurkat NFkB inh, of those listed so far:
structure | SENP7 inh | 697 NFkB inh | UBC13 inh | Jurkat NFkB inh | HKDC1 inhibitor
CCOCCOC(=O)c1[nH]c2c(c1C)C(=O)CC(c1cccs1)C2 (configuration not stated) | 9 | 16 | 3 | 75* | 0

# Returning to the listing, starting three compounds before the break.
SMILES,SENP7 inh,697 NFkB inh,UBC13 inh,Jurkat NFkB inh,HKDC1 inhibitor,Apaf-1 inh,Gli-Sufu antag,SENP8 inh
Cc1ccc2cc([N+](=O)[O-])ccc2n1,9,-18,-7,-12,-5,10,-2,-2
CCOC(=O)Cn1nnc(-c2cc(OC)c(OC)c(OC)c2)n1,-5,0,-9,-13,0,6,1,-14
Cc1cc2c(c(=O)n1Cc1ccc3c(c1)OCO3)C(c1cccnc1)C(C#N)=C(N)O2 (configuration not stated),5,-4,-8,-5,-12,0,-5,-2
C=CCn1c(SCC(=O)Nc2ccc(C)cc2C)nnc1-c1cccnc1,-5,4,-1,-2,-6,-3,-75,-8
CC#CC[N+](C)(C)CCCCCCCC,7,-10,5,16,-13,-9,21,5
COC(=O)c1ccc(CSc2nc3scc(-c4cccs4)c3c(=O)[nH]2)o1,7,16,-6,0,2,-4,6,-6
Cc1cc(C)nc(N2CCC(C(=O)Nc3nnc(C)s3)CC2)n1,0,18,18,12,-4,-1,1,2
COc1ccc(C2C(=O)c3ccccc3C2=O)c(OC)c1,-2,-175,-8,-121,-1,7,7,9
CCc1ccc(N2CC(C)Cn3c2nc2c3c(=O)n(CCN3CCOCC3)c(=O)n2C)cc1 (configuration not stated),0,30,2,17,-7,-4,-5,-8

# Fetched one by one from above, 3 records:
SMILES,SENP7 inh,697 NFkB inh,UBC13 inh,Jurkat NFkB inh,HKDC1 inhibitor,Apaf-1 inh,Gli-Sufu antag,SENP8 inh
CC#CC[N+](C)(C)CCCCCCCC,7,-10,5,16,-13,-9,21,5
COC(=O)c1ccc(CSc2nc3scc(-c4cccs4)c3c(=O)[nH]2)o1,7,16,-6,0,2,-4,6,-6
C=CCn1c(SCC(=O)Nc2ccc(C)cc2C)nnc1-c1cccnc1,-5,4,-1,-2,-6,-3,-75,-8
